High-throughput results (PubChem)
TDP1 cell CPT = qHTS for Inhibitors of human tyrosyl-DNA phosphodiesterase 1 (TDP1): qHTS in cells in presence of CPT; chicken DT40 Tdp1-/-;hTDP1 cells + 20 nM CPT, ATP luminescence, 48 h; Potency, µM (series often up to 46.2 µM), inactives show top-dose activity change, negative = growth inhibition, most hits filed as inhibitors; 420,000 compounds, 12% hits; also: nearly all actives have a fitted effect of over 55% in size
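Chicken DT40 Tdp1-/- cells complemented with human TDP1, 400 cells/well, exposed to compounds plus 20 nM camptothecin for at least 48 h at 37 C; viability read as ATP content by CellTiter-Glo luminescence.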
TDP1 inh = qHTS Assay for Inhibitors of Tyrosyl-DNA Phosphodiesterase (TDP1); AID 485290, 2010; Potency, µM (titrated, usually from 130 µM), without a hit: at the top dose activity change, negative = inhibition, hits mostly inhibitors; 350,000 compounds, 0.28% hits; Tyrosyl-DNA phosphodiesterase 1 (Homo sapiens), Q9NUW8; recombinant TDP1, AlphaScreen DNA substrate cleavage; also: nearly all actives have a fitted effect of over 40% in size
Target sequence (Q9NUW8 whole entry, looked up): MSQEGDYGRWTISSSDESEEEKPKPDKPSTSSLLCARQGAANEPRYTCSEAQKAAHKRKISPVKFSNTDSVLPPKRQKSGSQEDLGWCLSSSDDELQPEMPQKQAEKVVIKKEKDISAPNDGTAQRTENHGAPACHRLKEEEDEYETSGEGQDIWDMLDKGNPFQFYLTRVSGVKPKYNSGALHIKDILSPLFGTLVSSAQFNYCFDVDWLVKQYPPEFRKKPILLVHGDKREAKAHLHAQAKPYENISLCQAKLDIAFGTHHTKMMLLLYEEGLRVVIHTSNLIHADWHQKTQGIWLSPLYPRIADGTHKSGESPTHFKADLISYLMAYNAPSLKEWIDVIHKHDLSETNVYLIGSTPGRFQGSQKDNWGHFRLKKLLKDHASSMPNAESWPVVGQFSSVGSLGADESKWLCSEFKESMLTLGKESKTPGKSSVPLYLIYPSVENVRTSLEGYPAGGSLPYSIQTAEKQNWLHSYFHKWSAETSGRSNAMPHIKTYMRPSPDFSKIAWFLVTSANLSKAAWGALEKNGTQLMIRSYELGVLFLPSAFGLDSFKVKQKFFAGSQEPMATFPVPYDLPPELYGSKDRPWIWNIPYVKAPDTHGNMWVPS
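Tdp1 1 nM final; 15 min RT w/ cpd; substrate 15 nM, 5 min; beads 10 ug/ml, 10 min; AlphaScreen read. Neg ctrl: no enzyme.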
DT40 TDP1 no CPT = qHTS for Inhibitors of human tyrosyl-DNA phosphodiesterase 1 (TDP1): qHTS in cells in absence of CPT. DT40 Tdp1-/- hTDP1 cells, no CPT, ATP luminescence, 48 h. Potency, µM (top dose mostly 46.2 µM), inactives show top-dose activity change, negative = growth inhibition, most hits filed as inhibitors. 420,000 compounds, 15% hits. AID 686978, 2013; also: nearly all actives have a fitted effect of over 55% in size
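Readout: luminescence from CellTiter-Glo after 30 min in the dark at RT. Cells: DT40 Tdp1-/- with stable hTDP1, 400/well. Exposure: compounds alone, ≥48 hr, 37 °C.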
The depositor's hits bear a star; u = inconclusive; x = no result given; & = joins results of further samples; [ ] = another dose, or the depositor's remark. Calls follow the shape of the dose curve; as a rule, active = well fitted curve in the direction sought with a large enough effect; inconclusive = small, poorly fitted or top-dose-only effect, or another doubt; inactive = no such curve, though single readings can be large; an effect the other way counts as inactive or inconclusive. % is scaled to controls: 0 for no effect and ±100 for the full control effect; potency is read from the fitted curve at half-maximal effect.

#	Molecule	TDP1 cell CPT	TDP1 inh	DT40 TDP1 no CPT
1	Cc1ccc(NC(=O)c2ccc(=O)n(CC(=O)Nc3c(C)cc(C)cc3C)n2)cc1	u	5.0%&2.5%	u
2	C/C(=N\OCC(=O)N/N=C/c1ccccc1O)c1cccs1	4.11µM*	2.3%	4.61µM*
3	C=C(C)COc1ccc(-c2nc(N)ncc2-c2ccccc2OC)c(O)c1	20.8%	10.1%	u
4	COc1cc(OC)c(/C=C/c2nc3ccccc3o2)c(OC)c1	u	x	u
5	COc1ccc(C(C(=O)NC2CCCC2)N(C(=O)c2snc(C(N)=O)c2N)c2cc(C)ccc2OC)cc1OC (stereo not given)	u	13.6%	18.4µM*
6	CCOC(=O)c1sc2nc(NC(=O)C3CCCCC3)sc2c1C	-26.9%	1.2%	-26.9%
7	CC(=O)N1CCN(C(=O)CC2OC(=O)c3ccccc32)CC1 (stereo not given)	8.2µM*	4.0%	11.6µM*
8	CCOCCCNC(=S)NNC(=O)CCn1nc(C)c(Br)c1C	1.7%	1.0%	-12.0%
9	Cc1cccc(NS(=O)(=O)c2ccccc2)n1	1.9%	2.2%	-7.1%
10	CC1(C)Cc2nc3sc4c(=O)n(CC(=O)NCc5ccccc5)cnc4c3cc2CO1	4.61µM*	4.0%	3.66µM*
11	Cc1ccccc1NC(=O)c1ccc(NC(=O)C2CC(=O)OC23CCCCC3)cc1 (stereo not given)	-0.1%	5.5%	-21.5%
12	CC(=O)c1cccc(NC(=O)CSc2nc3ccccc3nc2Cc2ccc(F)cc2)c1	u	0.0%	-29.9%
13	CCNC(=O)NC(=O)C(C)Sc1nc2ccccc2n1CC(C)C (stereo not given)	18.4µM*	-1.0%	16.4µM*
14	COc1cc(/C=C/C(=O)OCC(=O)NCc2ccco2)cc(OC)c1OC	-0.1%	-2.2%	-0.5%
15	CC1CCN(CCCCOc2ccc([N+](=O)[O-])cc2)CC1	15.7%	-9.4%	-22.0%
16	COc1ccc(CN2CCC(C)(Oc3ccc4c(c3)OCO4)C2)c2ccccc12 (stereo not given)	u	x	u
17	O=C(O)CC(C(=O)Nc1ccc(Cl)cc1Cl)C1CCCO1 (stereo not given)	3.5%	x	16.8%
18	Cn1ncc2c(NNC(=O)C3CCCCC3)ncnc21	23.7%	-2.5%	11.7%
19	CCC1CCCCN1C(=O)c1cc2cc(Br)ccc2oc1=O (stereo not given)	0.2%	2.5%	-28.0%
20	CC(=O)Nc1cc(O)c2nonc2c1O	0.631µM*	0.3%	0.708µM*
21	O=C(c1ccccc1)N1CCN(CC(O)Cn2ccc3ccccc32)CC1 (stereo not given)	-2.7%	x	-22.3%
22	COc1cc(C)c(CN2CCN(S(=O)(=O)c3ccc(Cl)s3)CC2)cc1OC	u	2.5%[56.1 µM]	u
23	c1ccc(Sc2ncnc3c2oc2ccccc23)nc1	u	0.0%	u
24	O=[N+]([O-])c1nn(-c2ccc3c(c2)OCCO3)n(O)c1=NC1CCN(Cc2ccccc2)CC1	10.3µM*	5.4%	u
25	CC(C)COC(=O)N1CCCCC1c1cc(C(=O)Nc2ccccc2)no1 (stereo not given)	18.4µM*	x	u
26	O=C(CSc1nccc(=O)[nH]1)Nc1ccc(N2CCOCC2)c(Cl)c1	-2.3%	-0.7%[0.0935 µM]	-14.9%
27	CCOc1ccccc1NC(=O)C(C)SCc1ccccc1 (stereo not given)	0.5%	x	-13.9%
28	Cc1ccc(-c2cc(C(=O)NC3CCCCC3)no2)cc1	3.0%	x	-22.2%
29	Cc1cc(NC(=O)CSCC(=O)N(C)Cc2ccc(F)cc2)no1	-12.3%	2.6%	-1.9%
30	COc1ccc(CCNC(=O)c2c(O)c3ccccc3[nH]c2=O)cc1	-18.8%	5.6%	-8.2%
31	CSc1ncnc2sc(C)c(C)c12	-14.5%	0.0%	-11.7%
32	CCCNC(=O)c1ccccc1C(=O)NC1(C(=O)NCCC)CCCC1	27.1%	x	3.7%
33	O=C(NCCN1CCOCC1)[C@H](Cc1ccccc1)N1C(=O)c2ccccc2C1=O	2.4%	2.1%	-28.8%
34	COc1ccc(CCNC(=O)C2c3ccccc3C(=O)N2Cc2ccccc2)cc1OC (stereo not given)	-4.4%	5.2%	u
35	CCOC(=O)c1ccc(NC(=O)CN(C)S(=O)(=O)c2ccc(Br)s2)cc1	5.3%	5.3%	u
36	CN(CC(=O)O)C(=O)c1ccccc1	1.9%	1.6%	-4.6%
37	O=S1(=O)CC2SC(=S)N(Cc3ccccc3)C2C1 (stereo not given)	3.4%	3.8%	1.7%
38	Cn1c(CO)cnc1-c1ccccc1	-6.7%	5.6%	-12.5%
39	CCOC(=O)c1c(C)oc2ncnc(Nc3ccc(CC)cc3)c12	8.7%	6.4%	u
40	COc1cc(C(=O)Nc2nnc(C)s2)c([N+](=O)[O-])cc1OC	13.6%	7.7%	4.3%
41	COC(=O)c1ccc2nc(C3CCCCC3)c(Cc3ccccc3)n2c1	16.4µM*	x	9.2µM*
42	Cc1ccc(C(=O)N/N=c2\sc3ccccc3n2C)cc1	4.1%	2.6%	1.0%
43	CCc1ccc2oc(-c3cccc(NC(=O)c4cccnc4)c3)nc2c1	u	1.0%	u
44	COc1cccc(OC)c1C(=O)Nc1cccc2c1CCCC2	-20.4%	x	5.0%
45	NC(COCc1ccccc1)c1csc(Nc2ccc(C(F)(F)F)cn2)n1 (stereo not given)	u	x	u
46	Cc1ccc(SC(c2ccccc2)C(Cn2cncn2)C(=O)c2ccccc2)cc1 (stereo not given)	u	3.4%	u
47	CN(c1ccccc1)S(=O)(=O)c1cccc(NC(=O)C2=NNC(=O)CC2)c1	u	0.1%	u
48	COC(=O)c1ccc(NC(=O)NC(C)c2c(-n3cccc3)sc(C)c2C)cc1 (stereo not given)	u	7.8%	u
49	O=C1[C@H]2[C@@H](/C=C/c3ccccc3)N3C(=O)CN(CCO)C(=O)[C@@]3(Cc3ccccc3)[C@H]2C(=O)N1c1ccccc1	12.7%	x	-13.9%
50	COc1ccc(/C(C)=N/N2C(=O)c3ccccc3NC2c2ccc(O)c(OC)c2)cc1 (stereo not given)	-17.6%	x	-7.8%

Next structures:
#	Molecule	TDP1 cell CPT	TDP1 inh	DT40 TDP1 no CPT
51	Cc1c(Br)c([N+](=O)[O-])nn1CC(=O)N1CCc2ccccc21	4.5%	0.0%	0.7%
52	COc1cccc2sc(NNC(=O)C3COc4ccccc4O3)nc12 (stereo not given)	-16.4%	9.2%	-18.8%
53	O=C(Nc1nc2ccc(S(=O)(=O)N3CCCCC3)cc2s1)C1CCCO1 (stereo not given)	u	2.2%	u
54	C/C(=N\NC(=O)NC1CCCCC1)c1ccc(Cl)s1	4.7%	x	-22.1%
55	CC(=O)Oc1ccc(-c2ccc(C(=O)OCC(=O)c3c(N)n(C)c(=O)n(C)c3=O)cc2)cc1	u	-1.2%	u
56	CC(c1nnc(SCC(=O)c2c(N)n(C)c(=O)n(C)c2=O)n1-c1ccc(Cl)cc1)N(C)C (stereo not given)	-8.9%	3.0%	6.8%
57	Cc1ccc(C(=O)Nc2ccc3cn[nH]c3c2)cc1S(=O)(=O)N1CCCCC1	-6.2%	10.1%	u
58	CCc1ccc2oc(-c3cccc(NC(=O)COc4ccccc4Cl)c3)nc2c1	-6.4%	1.9%	-23.6%
59	Cc1nc2cc(C(F)(F)F)ccc2n1C1CCN(C(=O)N2CCOCC2)CC1	4.2%	0.0%	-2.7%
60	Cc1cc(/C=C(\C#N)C(=O)O)c(C)n1CC1CCCO1 (stereo not given)	u	4.2%	20.6µM*
61	CC(C)CC(=O)Nc1ccc(C(=O)COC(=O)C2=COCCO2)cc1	-11.1%	x	-19.6%
62	Cn1ncc(Cl)c1C(=O)Nc1cccnc1	-10.5%	-1.0%	-5.0%
63	N#Cc1ccc(-c2nc3ccc(Cl)cn3c2Cc2ccccc2)cc1	20.6µM*	x	u
64	Cc1ccc(S(=O)(=O)N2C[C@H]3C(=O)C[C@@H](c4cccc(Cl)c4)N(S(=O)(=O)c4ccc(C)cc4)[C@H]3C[C@H]2c2cccc(Cl)c2)cc1	-8.7%	x	-27.8%
65	C#Cc1ccc(CN2CCN(Cc3ccsc3)C(CCO)C2)cc1 (stereo not given)	-18.3%	5.1%	u
66	COC(=O)C1(C)NC(c2ccco2)C2C(=O)N(c3ccc(F)cc3)C(=O)C21 (stereo not given)	30.2%[activator]	-3.5%	-1.3%
67	O=C(c1ccc(F)cc1)c1ccc(N2CCCC2)cc1	-29.8%	1.0%	-29.7%
68	CCCN(CCC)S(=O)(=O)c1ccc(NC(=O)Cc2cccs2)cc1	-24.0%	-3.4%	-31.8%
69	Cc1ccsc1C(=O)NC1CCCN(Cc2ccc(Cl)cc2)C1 (stereo not given)	u	-0.5%	14.6µM*
70	Cc1cc(C)c(NC(=O)CSc2nccn2C)c(C)c1	-1.2%	-8.3%	-16.4%
71	CC(=O)Nc1ccccc1NC(=O)C/C(C)=N/NC(=O)c1ccc([N+](=O)[O-])c(Cl)c1	-18.4%	0.0%	-8.1%
72	COC(=O)N/N=C/c1ccc(OS(=O)(=O)c2ccc(C)cc2)c(OC)c1	-19.2%	-2.6%	u
73	COc1ccc(CCNC(=O)c2cc(S(=O)(=O)N3CCCC(C)C3)cn2C)cc1OC (stereo not given)	u	4.1%	u
74	CCn1c(C)nc2cc(N)ccc21	3.9%	10.3%	-1.3%
75	COc1ccccc1N1CCN(S(=O)(=O)c2cccc3nsnc23)CC1	-18.2%	5.2%	u

Copied from the list:
compound 68 @ TDP1 cell CPT: -24.0%
compound 57 @ TDP1 cell CPT: -6.2%
compound 56 @ TDP1 cell CPT: -8.9%
compound 52 @ TDP1 cell CPT: -16.4%

Three compounds picked at random from the list so far:
#	Molecule	TDP1 cell CPT	TDP1 inh	DT40 TDP1 no CPT
29	Cc1cc(NC(=O)CSCC(=O)N(C)Cc2ccc(F)cc2)no1	-12.3%	2.6%	-1.9%
35	CCOC(=O)c1ccc(NC(=O)CN(C)S(=O)(=O)c2ccc(Br)s2)cc1	5.3%	5.3%	u
63	N#Cc1ccc(-c2nc3ccc(Cl)cn3c2Cc2ccccc2)cc1	20.6µM*	x	u

Carrying on:
#	Molecule	TDP1 cell CPT	TDP1 inh	DT40 TDP1 no CPT
76	Cc1cccc(C(=O)Oc2ccc3ccc(O)cc3c2)c1	u	x	u
77	CCc1ncc(C)nc1CC	28.0%	x	9.0%
78	CCN(CC)/C(Sc1ccccc1)=C(\C(Cl)=C(Cl)Cl)[N+](=O)[O-]	u	4.9%	u
79	CCCCCCCCNC(=O)c1cnccn1	-2.9%	-1.3%	-4.6%
80	COc1ccc(-c2c3c(nc4sc(C(=O)Nc5ccccc5F)c(N)c24)CC(C)(C)CC3=O)cc1	u	x	u
81	CCOc1ccc(S(=O)(=O)N2CCCCC2)cc1NC(=O)Cc1cccs1	u	5.7%	18.4µM*
82	CCOC(=O)c1nn(-c2ccc(C)cc2)c(=O)cc1OCC(=O)Nc1cc(C)ccc1OC	u	3.7%	-23.9%
83	Cc1noc(C)c1C(=O)Nc1cccnc1	-4.6%	1.0%	-1.2%
84	O=C1CC(c2ccccc2)CC(O)=C1C=NCc1ccncc1 (stereo not given)	-1.5%	-1.3%	-2.9%
85	O=C(CCn1cccn1)N1CCCC(N2CCN(c3cccc(Cl)c3)CC2)C1 (stereo not given)	1.2%	4.3%	-17.7%
86	O=C1C2CCCN2C(c2ccccc2F)N1c1ccc(Cl)cc1 (stereo not given)	-7.1%	1.0%	-12.6%
87	COc1ccccc1C(=O)COC(=O)Cn1[nH]c(=O)c2ccccc2c1=O	-20.0%	x	-9.5%
88	NC(COCc1ccccc1)c1csc(Nc2ccc(S(N)(=O)=O)cc2)n1 (stereo not given)	u	x	u
89	O=C(NCCO)/C(=C\c1cccc([N+](=O)[O-])c1)NC(=O)c1ccco1	-15.8%	2.6%	13.2%
90	Cn1cc(S(=O)(=O)N2CCCCC2)cc1C(=O)Nc1ccc(OC(F)(F)F)cc1	-1.3%	5.3%	-24.1%
91	COc1ccc(S(=O)(=O)N2CCCC(C(=O)O)C2)cc1 (stereo not given)	-22.3%	4.5%	-16.6%
92	C/C(CC(C)C)=N\NS(=O)(=O)c1ccc(C)c([N+](=O)[O-])c1	-9.8%	9.5%	-3.4%
93	COc1ccc(CN2C(=O)C3C4C=CC(C4)C3C2=O)cc1 (stereo not given)	-14.3%	4.0%	-22.2%
94	C#Cc1ccc(NC(=O)C2(C)CCN2C(=O)Cc2ccc(C(C)(C)C)cc2)cc1 (stereo not given)	20.6µM*	x	u
95	Cc1ccc(S(=O)(=O)NCCC(=O)Nc2ccncc2)cc1C	u	x	u
96	O=c1[nH]c(-c2ccccc2)cs1	-29.7%	-2.6%	-21.3%
